# Tb PFK block – blocks T. brucei phosphofructokinase; O15648; T. brucei PFK, ADP-Glo luminescence; Potency, µM (highest dose often 57.5 µM), for inactives: top-dose activity, negative = inhibition, actives largely listed as inhibitors; hit rate 0.17% among 330,000;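 further: potency means the concentration at half of the fitted maximal effect; 0% = uninhibited 1x PFK enzyme wells and -100% = no-enzyme wells; nearly all actives have a fitted effect of over 60% in size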
# Target sequence (O15648 whole entry, looked up): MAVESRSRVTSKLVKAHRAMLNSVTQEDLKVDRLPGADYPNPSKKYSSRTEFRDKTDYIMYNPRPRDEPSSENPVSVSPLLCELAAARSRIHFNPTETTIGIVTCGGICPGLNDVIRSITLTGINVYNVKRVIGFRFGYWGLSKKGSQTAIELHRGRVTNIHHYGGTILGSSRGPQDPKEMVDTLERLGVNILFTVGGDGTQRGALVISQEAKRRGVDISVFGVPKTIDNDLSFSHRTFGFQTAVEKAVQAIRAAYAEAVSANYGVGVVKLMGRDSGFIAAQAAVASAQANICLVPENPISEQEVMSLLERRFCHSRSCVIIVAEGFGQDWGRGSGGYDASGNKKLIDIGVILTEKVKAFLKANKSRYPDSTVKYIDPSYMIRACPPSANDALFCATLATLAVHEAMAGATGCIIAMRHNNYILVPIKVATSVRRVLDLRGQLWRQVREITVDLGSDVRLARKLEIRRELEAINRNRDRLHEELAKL
#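 Activity is normalized to no-enzyme wells (full inhibition) and 1.25 nM enzyme wells (no inhibition). Reaction: 0.5 mM F6P, 0.1 mM ATP, 45 min RT, ADP-Glo luminescence; concentration-response curves fitted and classed by quality.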
# Coupling enz – inhibits coupling enzyme system, counter-screen for aldolase hits | coupling enzyme system counterscreen, AmpLite Red fluorescence | AID 2472 | activity change, negative = inhibition, % at 58.2 µM, hits read low | hit rate 0.67% among 290,000; in the data active means activity change below about -30%; further: on the % scale 0 is the no-effect control and ±100 the full control effect
#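 Compounds tested against the coupling enzymes alone at 57.5 uM final; readout was AmpLite Red fluorescence (525/598 nm) after 20 min at RT.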
# NPC1 prom act – activators of NPC1 promoter | Potency, µM (series often up to 9.22 µM), for the others: at the highest dose activation, hits mostly activators | Huh7 NPC1 promoter luciferase reporter, 24 h | AID 485313 | hit rate 2.4% among 320,000;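 further: potency means the concentration at half of the fitted maximal effect; % of control where 0% means no effect; nearly all actives have a fitted effect of over 60% in size; reporter is driven by a mutant NPC1 promoter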
#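 Compounds in DMSO were transferred onto Huh7 NPC1-luciferase reporter cells pre-incubated 2 h; after 24 h at 37 °C, Amplite reagent was dispensed and luminescence recorded 10 min later.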
# uPA generation – cell surface uPA generation inhibition; hit rate 0.31% among 330,000; cell surface uPA generation assay, qHTS; Potency, µM (titrated, usually from 38.3 µM), inactives show top-dose activity change, negative = inhibition, actives largely listed as inhibitors; active means well fitted inhibition curve with a large enough effect; inconclusive means small, poorly fitted or top-dose-only effect; inactive means no such curve, though single readings can be large or run the other way; tested in mouse RAW 264.7 cells; further: potency means the concentration at half of the fitted maximal effect; on the % scale 0 is the no-effect control and ±100 the full control effect; nearly all actives have a fitted effect of over 55% in size
# Rab9 promoter act – activates the Rab9 promoter; hit rate 2.8% among 320,000; Huh7 Rab9 promoter-luciferase reporter, luminescence, 24 h; Potency, µM (top dose mostly 9.22 µM), without a hit: at the top dose activation, negative = inhibition, most hits filed as activators; further: potency means the concentration at half of the fitted maximal effect; % of control where 0% means no effect; nearly all actives have a fitted effect of over 60% in size
#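 Huh7 cells stably carrying Rab9 promoter–luciferase reporter, plated 1500 cells/well, compound added after 2 h and incubated 24 h at 37 °C; luciferase luminescence then read after 10 min with detection reagent.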
# Giardia killer – Giardia lamblia killing; hit rate 0.15% among 340,000; Giardia lamblia trophozoite viability; activity change, % at 7.66 µM, hits read low; in the data active means activity change below about -80%; inconclusive means between about -30% and that limit;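 further: parasites exposed to compound for two days anaerobically before the ATP read; on the % scale 0 is the no-effect control and ±100 the full control effect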
#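 Media and compound were dispensed first, then trophozoites at 100 cells/well; plates sat 48 hrs at 37 deg C without oxygen before ATP luminescence reagent was added and read after 15-30 min at room temperature.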
# RORgamma inh – ROR gamma (mouse) transcription inhibition | hit rate 5.4% among 310,000 | Potency, µM (highest dose often 53.6 µM), inactives show at the highest dose activity change, negative = inhibition, actives largely listed as inhibitors | Drosophila S2 Gal4-RORgamma UAS-luciferase reporter, 20 h | AID 2551 | P51450; further: potency means the concentration at half of the fitted maximal effect; on the % scale 0 is the no-effect control and ±100 the full control effect; nearly all actives have a fitted effect of over 60% in size
#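 A Gal4/UAS one-hybrid system in insect cells: metallothionein-promoter Gal4–ROR gamma fusion plus Photinus luciferase reporter. Copper sulfate 700 uM final, 20 hr ambient incubation, luminescent detection after 10 min with reagent.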
# FLuc modulator – counter-screen for miR-21 project: firefly luciferase inhibitors or activators. P08659. purified FLuc, Km substrates, luminescence inhibition. Potency, µM (series often up to 57.5 µM), for inactives: top-dose activity change, negative = inhibition, most hits filed as inhibitors. hit rate 6.9% among 360,000. AID 588342;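 further: potency means the concentration at half of the fitted maximal effect; plate controls were vehicle for no effect and reference inhibitor for full effect; nearly all actives have a fitted effect of over 55% in size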
# Target sequence (P08659 whole entry, looked up): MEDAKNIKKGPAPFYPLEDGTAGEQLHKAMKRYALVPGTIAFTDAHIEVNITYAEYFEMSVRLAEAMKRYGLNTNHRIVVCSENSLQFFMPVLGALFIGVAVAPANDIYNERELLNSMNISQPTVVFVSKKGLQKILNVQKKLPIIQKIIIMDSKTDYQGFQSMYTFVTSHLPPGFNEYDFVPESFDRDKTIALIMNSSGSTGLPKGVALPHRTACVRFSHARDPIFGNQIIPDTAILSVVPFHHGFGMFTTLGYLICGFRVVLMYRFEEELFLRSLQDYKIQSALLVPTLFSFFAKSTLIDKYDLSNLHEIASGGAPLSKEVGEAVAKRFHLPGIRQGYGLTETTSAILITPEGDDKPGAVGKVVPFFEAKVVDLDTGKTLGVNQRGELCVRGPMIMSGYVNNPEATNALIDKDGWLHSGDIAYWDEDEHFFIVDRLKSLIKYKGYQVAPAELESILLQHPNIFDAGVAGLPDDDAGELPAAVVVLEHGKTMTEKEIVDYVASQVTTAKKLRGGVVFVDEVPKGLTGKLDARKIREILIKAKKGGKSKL
#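 Purified P. pyralis luciferase, 10 nM final, with Km-level 10 uM D-luciferin and 10 uM ATP in 50 mM Tris acetate pH 7.5, 10 mM Mg acetate, 0.01% Tween-20, 0.05% BSA; 6-point qHTS titration about 60 µM downward; luminescence read.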
# ELG1 genotox – genotoxicity induction in ELG1-luciferase HEK293T cells | HEK293T ELG1-luciferase reporter, luminescence, 16 h | Potency, µM (titrated, usually from 46 µM), inactives show at the top dose activity change, positive = activation, actives largely listed as activators | hit rate 1.3% among 330,000 | AID 504466; further: potency means the concentration at half of the fitted maximal effect; % of control where 0% means no effect; nearly all actives have a fitted effect of over 60% in size
#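 Reporter readout depends on ELG1 protein level, which increases with genetic stress. After 16 hr compound exposure at 37 °C, luciferase activity was quantified using ONE-Glo.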
# KCNH2 3.1 block – blocks the human KCNH2 3.1 channel isoform; U2OS KCNH2 3.1, thallium flux FluxOr; active compounds read low; activity change, % (tested at about 1.8 µM); AID 720553; hit rate 0.95% among 340,000;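 active means maximum activity change below -70%; inconclusive means maximum activity change from -70% to -50%; inactive means maximum activity change above -50%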;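 further: thallium influx rate constant from kinetic fluorescence after stimulation buffer; on the % scale 0 is the no-effect control and ±100 the full control effect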
#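 Measured as rate of thallium-driven FluxOr signal in transduced U2OS cells carrying the 3.1 channel, read kinetically for 2 min upon stimulation; values are rate constants scaled to DMSO control wells.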
# Gal4-VP16 FLuc – counter-screen for ROR gamma inhibitors: Gal4-VP16 reporter | AID 2546 | hit rate 3.5% among 310,000 | Drosophila S2 Gal4-VP16 UAS-luciferase, luminescence, 20 h | Potency, µM (highest dose often 53.6 µM), for the others: at the highest dose activity, negative = inhibition, hits mostly inhibitors;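 further: Gal4-VP16 expression switched on by copper sulfate through the metallothionein promoter; potency means the concentration at half of the fitted maximal effect; on the % scale 0 is the no-effect control and ±100 the full control effect; nearly all actives have a fitted effect of over 50% in size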
# * marks the source's active call; other numbers are inactive results; u = inconclusive; x = no result given; & = joins results of further samples; [ ] = another dose, or the depositor's remark. Unless noted, the call rests on the fitted dose curve; in most records, active means well fitted curve in the direction sought with a large enough effect; inconclusive means small, poorly fitted or top-dose-only effect, or another doubt; inactive means no such curve, though single readings can be large; an effect the other way counts as inactive or inconclusive.
SMILES,Tb PFK block,Coupling enz,NPC1 prom act,uPA generation,Rab9 promoter act,Giardia killer,RORgamma inh,FLuc modulator,ELG1 genotox,KCNH2 3.1 block,Gal4-VP16 FLuc
O=C(Cc1ccccc1[N+](=O)[O-])NC1CC2CCC1C2 (stereo not given),0.4%,-2.4,-1.4%,0.9%,3.5%,-5.5,23.5%,4.3%,-0.7%,0.1,-3.4%
CCOC(=O)c1sc(CS(=O)(=O)c2ccc(Cl)cc2)nc1C,-6.1%,-0.5,-2.9%,1.7%,-3.0%,-2.5,1.1%,-4.6%,0.1%,-9.5,-13.2%
O=c1cnnc(Nc2cccc(C(F)(F)F)c2)[nH]1,-15.3%,0.4,-2.5%,5.6%,1.6%,15.1,-0.5%,u,1.8%,-1.1,-1.7%
Cc1ccc(OCC(=O)N2CCN(C(=O)c3ccco3)CC2)cc1,6.9%,1.4,-4.8%,1.9%,0.2%,-23.5,3.8%,1.1%,-2.0%,1.4,1.0%[10 µM]
CCCCNC(=O)CSc1nc2ccc(N3CCOCC3)cc2c(=O)n1Cc1ccc(OC)cc1,-2.2%,-30.7*,0.5%,0.1%,-4.4%,-4.8,u,-2.9%,u,1.8,-1.9%
CCN(CC)C(=O)Cn1nc(-c2ccc(Cl)cc2)c2ccccc2c1=O,-2.5%,3.2,1.0%,-5.4%,-6.5%,-0.5,5.7%,1.7%,-1.5%,-7.0,-3.2%
Cc1cc(=O)oc(C)c1C(=O)N[C@@H](Cc1ccccc1)C(=O)O,7.1%,3.9,0.5%,20.2%,-4.6%[1.84 µM],-7.7,7.9%,-3.1%,-0.2%,-2.9,-0.5%
CC1CCCN(c2nc(-c3cccnc3)nc3scc(-c4ccccc4)c23)C1 (stereo not given),3.8%,3.8,-0.8%,1.4%,-1.5%,-9.8,u,u,-1.3%,2.7,u
O=C(COC(=O)CCCN1C(=O)c2cccc3cccc(c23)C1=O)Nc1cccc(C(F)(F)F)c1,0.0%,0.0,-2.1%,5.1%,0.2%,20.9,22.1%,u,3.2%,-0.6,-4.9%
Cc1ccc(C(=O)Nc2cccc(C(F)(F)F)c2)cc1Nc1cncnc1,0.1%,-2.2,-0.1%,5.1%,-2.3%,-17.0,u,-5.3%,-6.3%,2.0&-1.8,3.5%
O=C(Nc1ccccc1Cl)N1CCSc2ccccc21,-4.1%,2.1,-5.0%,-15.0%,-8.9%,-17.4,4.2%,u,1.6%,0.2,-3.0%
CCN1CCN(Cc2ccc(NC(=O)c3cc(NC(=O)c4cnnc5ccccc45)cc(OC)c3)cc2C(F)(F)F)CC1,3.9%,-1.8,-2.2%,-1.0%,10.2%,u,u,u,-1.9%,7.0&11.4,-0.7%
COc1ccc(NS(=O)(=O)c2ccc(N3CCCCC3)c(N)c2)cc1,-3.9%,x,-18.2%,u,-23.9%,-7.9,x,x,-0.5%,7.9,x
COc1cc(/C=C/C(=O)c2ccc3c(c2)OCCO3)cc(OC)c1OC,-5.2%,2.3,-14.7%,u,-13.7%,u,u,u,-5.7%,-12.3,u
Cc1ccc(S(=O)(=O)C2(C(=O)NCc3ccccc3Cl)CC2)cc1,6.4%,1.2,-4.3%,-0.9%,-1.7%,-10.0,-7.8%,-1.5%,-2.2%,29.6,4.7%
CC(C)CN(C(=O)CCC(=O)OCc1ccc(Cl)cc1Cl)c1c(N)n(CC(C)C)c(=O)[nH]c1=O,-15.0%,x,-0.6%,2.7%,0.1%,11.3,x,2.2%,-0.8%,9.3,x
CC(C)C(=O)N(Cc1ccccc1)S(=O)(=O)c1ccc2c(c1)oc(=O)n2C,0.0%,x,-0.1%,-5.1%,3.1%,-2.0,-0.2%,-3.5%&-2.3%,-2.4%,4.2,19.7%
COC(=O)Cc1ccc(NC(=S)NCCC(C)C)cc1,-4.0%,4.0,-2.8%,1.5%,2.9%,3.0,10µM*,16.9µM*,-1.6%,44.7,u
COc1cccc(-c2cc(=O)[nH][nH]2)c1,6.8%,0.6,10.7%,5.5%,8.6%,-13.9,-11.3%,-9.7%,-2.2%,-2.7,-13.6%
O=C(Cc1nc(-c2ccc(Br)s2)cs1)NCCN1CCOCC1,-2.9%,-4.4,1.8%,0.1%,0.8%,-15.1,24.9%,-3.6%,-2.7%,1.4,6.7%
O=C(NCCCN1CCOCC1)C(=O)NCC1OCCCN1S(=O)(=O)c1cc(F)ccc1F (stereo not given),1.8%,x,0.9%,-2.5%,0.8%,-11.8,6.4%,-0.5%,7.0%,x,1.4%
Cn1c(=O)c2c(nc(Br)n2CC(=O)C23CC4CC(CC(C4)C2)C3)n(C)c1=O,-1.8%,-3.2,13.0%,-8.8%,-1.9%,-5.3,20.4%,4.4%,-2.2%,4.2,-2.1%
COCCCn1c2nc3ccccc3nc2c2c(=O)n(Cc3ccc(Cl)cc3)cnc21,-1.0%,3.6,-2.6%,4.5%,-7.9%,34.3[activator],-25.2%,-1.2%,12.0%,23.0,-11.0%
Cc1nc2ccc(NC(=O)COc3ccccc3C)cc2s1,-15.9%,-7.2,0.2%,5.1%,2.2%,13.0,-28.5%,u,5.8%,-6.4,-26.9%
Cc1ccc(S(=O)(=O)N2CCC[C@H]2C(=O)OC(C)C(=O)Nc2ncc(Cl)cc2Cl)cc1 (stereo not given in full),-2.6%,4.6,0.9%,11.0%,-1.4%,-10.1,-2.9%,2.1%,2.0%,-24.3,-2.7%
Cc1ccccc1S(=O)(=O)NC(=NCc1ccc(F)cc1)c1ccccc1,-5.6%,x,x,1.5%,x,-6.6,x,x,-1.9%,4.1,x
COc1cccc(C2/C(=C(/O)c3ccc4c(c3)OCO4)C(=O)C(=O)N2CCN2CCOCC2)c1 (stereo not given),-4.4%,x,4.7%,-14.2%,0.2%,-26.3,11.8%,-3.2%,9.0%,-12.4,5.5%
O=C(NCc1ccccn1)c1ccc2nc(C3CCCCC3)oc2c1,3.3%,-0.4,21.3%,1.1%,u,17.3,u,-3.5%,7.7%,20.8,-1.7%
COc1ccc(C(=O)COC(=O)/C=C/c2ccccc2)c(OC)c1,u,x,-0.5%,-5.3%,-3.7%,-7.2,x,u,0.5%,-15.2,x
Cc1ccc2nc(NCCCNC(=O)c3cnccn3)c(C#N)cc2c1,2.7%,2.4,-5.0%,1.8%,-5.4%,12.0,-1.2%,-1.5%,2.8%,-1.7,0.5%
O=C(COc1ccccc1C(=O)Nc1ccccc1)NCCc1ccccc1,-1.2%,0.4,-4.5%,6.3%,5.4%,-11.2,13.3%,-2.4%,-1.8%,-17.6,-7.6%
COc1ccc(CNC(=O)[C@@H](NC(=O)C2CCN(S(=O)(=O)c3ccc(C)cc3)CC2)C(C)C)cc1OC,-5.2%,x,-1.3%,-2.0%,0.8%,13.7,3.6%,4.8%,-9.4%,-74.5*,-11.1%
FC(F)(F)c1ccc(NC(=S)NCc2ccccc2)cc1,0.0%,-1.8,-3.7%,3.2%,3.9%,0.1,4.47µM*,-16.4%,-16.1%,-0.9,u
O=C(NN1CCN(Cc2ccccc2)CC1)c1ccc(N2CCOCC2)c([N+](=O)[O-])c1,0.2%,3.5,-4.3%,-0.9%,-1.2%,-13.7,-8.6%,-2.1%,-2.4%,-3.7,-4.2%
O=C(CCS(=O)(=O)c1ccccc1Cl)Nc1ccc(S(=O)(=O)Nc2ncccn2)cc1,-0.8%,3.5,1.3%,-1.0%,-4.6%,-4.1,-14.8%,-2.8%,3.2%,-14.8,-15.2%
COc1ccc(OC)c(N/C(=N\c2nc(C)cc(C)n2)NC(=O)c2ccco2)c1,15.7%,1.9,3.0%,x,0.4%,x,11.6%,-0.7%,-2.5%,x,-3.5%
CC(C(=O)NC1=NCCS1)N1C(=O)C2CC=CCC2C1=O (stereo not given),-0.5%,0.8,-6.3%,-0.4%,3.0%,7.2,-5.7%,0.7%,-6.0%,-9.8,0.8%
CN(C)C(=O)c1ccc2c3c(cccc13)CC2,1.9%,0.0,-4.9%,-9.6%,0.8%,-12.8,11.7%,-5.8%,0.6%,-11.4,19.4%
COc1ccccc1-c1nnc(SCC(=O)Nc2ccc(Cl)cc2Cl)o1,-5.6%,3.9,-1.2%,x,1.2%,3.0,3.8%,-1.5%,1.8%,31.1,-3.0%
COc1ccccc1NC(=O)COc1ccc2ccccc2c1,-2.5%,0.2,1.7%,4.1%,1.4%,-8.9,-0.4%,15.1µM*,2.2%,-16.5,-13.3%
